Compound activity from PubChem.
NPY-Y2 antag = antagonists of human neuropeptide Y receptor Y2 | P49146 | NPY-Y2 expressing cells, antagonist mode | inhibition, % at 2.7 µM | actives 0.99% (n = 140,000) | AID 793; in the data active = inhibition above about 17%;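 also: 0% = vehicle with agonist challenge and 100% = reference antagonist with challenge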
Target sequence (P49146 whole entry, looked up): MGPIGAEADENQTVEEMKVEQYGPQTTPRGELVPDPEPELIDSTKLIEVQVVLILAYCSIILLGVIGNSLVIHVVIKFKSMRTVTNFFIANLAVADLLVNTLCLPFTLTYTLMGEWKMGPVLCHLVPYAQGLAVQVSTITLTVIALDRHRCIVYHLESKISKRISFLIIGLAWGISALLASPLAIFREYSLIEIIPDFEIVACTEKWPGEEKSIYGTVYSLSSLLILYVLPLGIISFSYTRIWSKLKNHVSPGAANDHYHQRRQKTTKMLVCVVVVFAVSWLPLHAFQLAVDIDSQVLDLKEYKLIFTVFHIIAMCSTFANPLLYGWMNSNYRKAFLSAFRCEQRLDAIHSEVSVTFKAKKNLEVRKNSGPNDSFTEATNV
Measles CPE = protection of cells from measles virus | Measles virus-infected cells, CPE protection, absorbance | protection (pct of control), % at 4 µM | actives 1.5% (n = 140,000); in the data active = protection mostly above about 24%, no sharp cut-off; inactive = mostly below about 26%; also: some compounds called inactive have numbers as strong as hits
bCat KO growth = beta-catenin-lacking colon tumor cell growth suppression; viability, % at 10 µM; actives 1.5% (n = 140,000); AID 818; HCT116 beta-catenin knockout viability, CellTiter-Glo, 60 h; active compounds read low;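 active = viability at or under a set limit, the compound median less 4 SD, cut at about 6% in these data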;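 also: 0% = Hyamine 1622 control at 20 µM and 100% = untreated cell control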
PTEN del growth = growth suppressors of cells with PTEN tumor suppressor deletion; HCT116 PTEN-null viability, CellTiter-Glo, 60 h; active compounds read low; viability, % at 10 µM; actives 1.2% (n = 140,000);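 active = viability at or below a set limit, 4 SD under the median of all tested compounds, cut at about 3.7% in these data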;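 also: PTEN knockout HCT116 line with beta catenin targeted HCT116 as companion control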
BB579 growth dn = yeast BB579 growth reduction in restrictive medium; S. cerevisiae BB579 growth, OD615, 48 h; AID 804; actives 0.51% (n = 140,000); inhibition, % at 10 µM;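 active = inhibition above a set limit, 3 SD over the mean compound inhibition, cut at about 44% in these data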; also: inactives centre near -24
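Assay system: S. cerevisiae DeaD strain BB579 yeast. Medium: CSMM-D restrictive synthetic medium containing dextrose (glucose). Times: 4 h cell preincubation, 48 h compound exposure, 30 °C humidified. Signal: OD615 turbidity measurement. Benchmarks: positive control amphotericin B 10 µg/mL.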
E-sel TNF inh = blocks E-selectin expression induced by TNF alpha. inhibition, % at 2 µM. HUVEC TNFa-induced E-selectin immunofluorescence, high content. actives 0.71% (n = 120,000). AID 1246;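 active = inhibition above the batch mean plus 3 SD, and confirmed as a hit on visual image review, cut at about 43% in these data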;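 also: 0% = TNF-stimulated DMSO wells and 100% = unstimulated control wells; not every result past the cut was called active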
GALR2 blocker = antagonists of human galanin receptor 2 (GALR2) | inhibition, % at 4 µM | actives 0.39% (n = 140,000) | GALR2-expressing cells, antagonist mode | O43603; in the data active = inhibition above about 27%;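 also: cells stimulated with galanin 1-16 at roughly its EC80; 0% = agonist challenge control and 100% = basal control without agonist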
Target sequence (O43603 whole entry, looked up): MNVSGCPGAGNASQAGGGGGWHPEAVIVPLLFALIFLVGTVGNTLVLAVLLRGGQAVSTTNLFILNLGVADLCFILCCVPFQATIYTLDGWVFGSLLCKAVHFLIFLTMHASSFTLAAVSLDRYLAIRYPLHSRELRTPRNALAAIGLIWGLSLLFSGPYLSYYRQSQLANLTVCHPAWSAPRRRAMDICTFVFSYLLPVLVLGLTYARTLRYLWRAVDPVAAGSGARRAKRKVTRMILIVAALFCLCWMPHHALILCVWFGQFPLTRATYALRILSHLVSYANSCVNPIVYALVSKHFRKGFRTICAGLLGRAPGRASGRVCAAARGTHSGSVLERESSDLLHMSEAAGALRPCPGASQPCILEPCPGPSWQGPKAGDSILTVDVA
Yeast lifespan up = extends the lifespan of yeast; actives 0.68% (n = 130,000); AID 775; S. cerevisiae growth with nicotinamide, OD615; deaD strain in restrictive glucose medium; inhibition of the nicotinamide effect, % at 10 µM;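 active = inhibition above a set limit, placed 3 SD over the median of all compounds, cut at about 26% in these data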;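 also: 0% = nicotinamide-treated wells and 100% = cells grown without nicotinamide; some compounds called inactive have numbers as strong as hits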
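assay system = DeaD-strain S. cerevisiae | measured by = absorbance at 615 nm | probe or stimulus = nicotinamide 1.5 mM | buffer or medium = CSMM-D glucose medium, restrictive | times = 48 h at 30 °C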
Phagocyt inh = blocks phagocytosis by macrophages | J774A.1 macrophage IgG-bead phagocytosis, imaging | inhibition, % at 5 µM | actives 0.07% (n = 110,000) | AID 1029;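 active = inhibition above the mean of the plate negative controls plus 5 SD, cut at about 13% in these data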;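 also: phagocytic index as fraction of beads internalized from green versus red external bead signal; plate controls were DMSO negative control for no effect and cytochalasin-D positive control for full effect; some results beyond the cut were filed as inactive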
MRP-1 activ = activates MRP-1; viability increase, % at 10 µM; H69AR cells + doxorubicin, viability rescue, CellTiter-Glo; actives 0.61% (n = 140,000); AID 799;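 active = viability gain under doxorubicin at or above a set limit, the compound median plus 3 SD, cut at about 4.7% in these data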;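 also: MRP-1 overexpressing cells given doxorubicin 25 µM after compound pretreatment; 18-22 h compound pretreatment then 72 h with doxorubicin before readout; 0% = doxorubicin-only wells and 100% = vehicle-treated cells without doxorubicin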
An asterisk follows results filed as active; x = no result given.

SMILES	NPY-Y2 antag	Measles CPE	bCat KO growth	PTEN del growth	BB579 growth dn	E-sel TNF inh	GALR2 blocker	Yeast lifespan up	Phagocyt inh	MRP-1 activ
COc1ccc2c(c1)CCc1c(C(=O)N3CCc4ccccc4C3)noc1-2	12	14	99	110	-66	22	-5	-8	0	-1.3
Cc1nnc(SCC(=O)n2c3c(c4ccccc42)CCCC3)s1	2	14	90	91	-6	2	-25	-11	-2	-1.9
c1ccc(-c2ccc(C3=Nn4c(Cn5nnc6ccccc65)nnc4SC3)cc2)cc1	5	7	72	61	-13	6	-2	-3	x	-0.6
CCCNC(=O)c1cc(-c2ccc(Br)cc2)on1	6	11	103	105	-47	x	-7	1	2	0.6
COc1ccc(NC(=O)c2sccc2C)c([N+](=O)[O-])c1	1	3	90	101	-35	5	7	-10	-2	0.5
CCOc1ccc(-c2nnn(CC(=O)Nc3ccccc3OC)n2)cc1OCC	3	2	116	99	-24	23	-6	-8	0	-4.8
O=C(N/C(=C\c1cccc([N+](=O)[O-])c1)C(=O)N1CCCCC1)c1cccs1	1	8	92	104	-56	-90	3	-7	0	-1.2
CC1=C(c2ccc(Cl)cc2)[N+](=O)C(C)(C)N1[O-]	1	7	102	91	-46	-18	9	3	-1	-1.3
Clc1ccc(OCc2nn3c(-c4ccncc4)nnc3s2)cc1	3	7	95	98	-1	-40	-2	-17	-1	-3.0
NNC(=O)CNC(=O)c1ccccc1F	1	8	96	105	-30	x	-26	-27	0	-2.0
Cc1ccc(N2CCN(S(=O)(=O)N(C)C)CC2)c(C)c1	0	x	x	x	x	18	9	x	2	x
Cc1ccccc1NC(=O)CN1CCC(NC(=O)Nc2ccccc2)CC1	3	26	95	89	-38	-9	-1	-8	-1	-1.8
N#Cc1ccsc1NC(=O)CN(Cc1ccccc1)Cc1ccccc1	6	3	60	56	-12	-10	7	4	x	-3.2
CCN(CC)C(=O)CSc1nnc(-c2ccccn2)n1-c1ccc(C)c(C)c1	1	9	99	94	7	8	0	-14	1	-1.4
O=C(Nc1cccnc1)c1ccc(COc2ccccc2Br)o1	3	21	26	27	-91	-17	1	-14	x	-2.1
O=C1COc2ccc(C(=O)COC(=O)C3CCN(S(=O)(=O)c4cccs4)CC3)cc2N1	5	14	93	94	-54	x	0	-1	-2	-1.9
O=C(COC(=O)c1ccc2c(c1)C(=O)N(c1cccc3ncccc13)C2=O)c1ccc(Cl)cc1	4	3	85	100	-29	x	-3	3	-14	-2.6
O=c1c2[nH]c3ccccc3c2ncn1Cc1ccco1	1	11	97	92	-17	-47	11	72*	x	-3.7
COc1ccccc1OCC(=O)Nc1cccc(-c2nc3ccccc3o2)c1	14	12	95	100	-44	3	2	-3	-2	-0.6
CCC1=C/C(=C/N(C)c2ccccc2)C(=O)S1	3	28	78	83	-38	x	3	-3	0	-2.7
CCOC(=O)c1nn(-c2sc(C(=O)OC)c(C)c2C(=O)OC)cc1O	1	0	93	96	-73	4	-7	-14	2	-1.1
O=C(Cc1cccs1)N(c1ccc(Cl)cc1)C1C=CS(=O)(=O)C1 (stereo not given)	1	10	88	81	-13	-27	7	-14	x	-1.4
O=C(COC(=O)CNS(=O)(=O)c1c(Cl)cccc1Cl)Nc1ccccc1Sc1ccccc1	1	6	103	100	-41	x	7	7	x	-1.2
COC(=O)c1ccc(CSc2nnc(-c3c[nH]c4ccccc34)n2C)o1	4	5	105	101	-14	x	13	-4	0	-1.2
CN(CC(=O)Nc1nc2ccccc2s1)S(=O)(=O)c1ccccc1	-1	10	90	89	-63	-25	1	-14	2	-1.1
CCOC(=O)c1nnn(-c2nonc2-n2cccc2)c1CN1CCOCC1	-1	2	91	93	-30	14	-10	-2	x	-4.0
CCOC(=O)C1=C(CN2CCCCC2)NC(=O)NC1c1cc(C)ccc1C (stereo not given)	17	8	89	92	4	16	-27	-4	0	-3.1
COC(=O)[C@@]1(Cc2ccc(OC)cc2)[C@H]2c3cc(C(=O)N(C)C)n(CCc4ccc(OC)c(Br)c4)c3C[C@H]2CN1C(=O)c1ccccc1	7	26	31	24	-29	8	-11	5	x	-4.3
O=C1CCN(N=Nc2cccc(Cl)c2)N1	1	2	83	85	-21	2	8	-13	-1	-3.8
O=C(/C=C/c1ccc(Cl)cc1Cl)NCc1ccncc1	3	15	82	92	-12	-12	10	-21	-1	-2.4
CCOC(=O)CSc1nc2sc(C)c(C)c2c(=O)n1C	3	0	103	113	-54	-28	4	-17	-2	-1.1
COc1cc(C2N(c3ccccc3)CCN2c2ccccc2)ccc1OC(C)=O	3	10	99	93	-29	8	17	-14	x	-0.7
Cc1cc(N=Cc2c(O)n(-c3ccc4c(c3)OCO4)c(=O)c3ccccc23)ccn1	-4	5	83	80	-35	10	8	-8	2	-4.3
CCOc1c(Br)cc(CNc2ncn[nH]2)cc1OC	-2	17	96	103	-34	-21	7	-4	0	-2.1
Cc1ccc(NC(=O)C2(N(CC(C)C)C(=O)Cn3nnnc3N)CCCCC2)cc1	1	1	96	97	-72	-34	0	-3	-1	-0.8
CCc1ccc(-n2c(SCC(=O)Nc3cccc(S(=O)(=O)NC4=NCCCCC4)c3)nc3ccccc3c2=O)cc1	-2	7	84	86	-17	x	19	-2	3	-2.3
CCN(Cc1cc(=O)n2ccsc2n1)c1cccc2ccccc12	8	3	60	54	-28	-25	6	5	-3	-2.1
CC(C)(C)OC(=O)N1CC=C2C(C#N)=C(N)C(C#N)(C#N)C(c3cccs3)C2C1 (stereo not given)	2	12	81	78	-57	x	0	5	-5	-1.6
CCOc1cccc(OCCCOc2ccccc2)c1	7	3	95	88	-7	-8	-19	-5	0	0.1
CCn1c(O)c(C=Nc2ccccc2)oc1=S	1	8	104	99	-88	6	0	-10	-1	-1.3

Ordered by count of non-hydrogen atoms (high to low): part of the list above
SMILES	NPY-Y2 antag	Measles CPE	bCat KO growth	PTEN del growth	BB579 growth dn	E-sel TNF inh	GALR2 blocker	Yeast lifespan up	Phagocyt inh	MRP-1 activ
Cc1ccc(NC(=O)C2(N(CC(C)C)C(=O)Cn3nnnc3N)CCCCC2)cc1	1	1	96	97	-72	-34	0	-3	-1	-0.8
CCOC(=O)c1nnn(-c2nonc2-n2cccc2)c1CN1CCOCC1	-1	2	91	93	-30	14	-10	-2	x	-4.0
CCN(Cc1cc(=O)n2ccsc2n1)c1cccc2ccccc12	8	3	60	54	-28	-25	6	5	-3	-2.1

Other entries.
SMILES	NPY-Y2 antag	Measles CPE	bCat KO growth	PTEN del growth	BB579 growth dn	E-sel TNF inh	GALR2 blocker	Yeast lifespan up	Phagocyt inh	MRP-1 activ
COc1cc(C(=O)NCc2nnc(SCC(=O)Nc3cccc(C)c3)o2)cc(OC)c1OC	2	3	88	88	-29	23	-1	-10	-1	1.1
COC(=O)CC1C(=O)NCCN1C(=S)NC(=O)c1ccccc1[N+](=O)[O-] (stereo not given)	2	23	92	101	-31	x	7	0	-8	0.7
COC(=O)c1cn(NC(=O)CCC2CCCC2)c(=O)c2ccccc12	8	6	97	94	-41	-9	-7	-2	1	-1.0
CC1(C)Cc2nc3oc4c(=O)n(CC(=O)Nc5ccccc5)cnc4c3cc2CO1	1	x	88	90	-23	x	-1	5	-13	-0.3
COc1ccc(CCNC(=O)Cn2cc(C(F)(F)F)cc(Cl)c2=O)cc1OC	2	28	91	97	0	31	-2	-3	-5	-2.5
CSc1cccc(NC(=O)C2CCN(S(C)(=O)=O)CC2)c1	3	16	95	103	-33	-4	6	-3	1	-3.2
CCOc1ccccc1C(=O)NC(C)c1ccc2c(c1)OCO2 (stereo not given)	3	2	23	26	-5	10	-23	-7	1	-4.6
Cc1c(Cc2ccccc2)c(=O)oc2c(C)c(OCC(=O)Nc3ccc(C#N)cc3)ccc12	2	8	62	59	-13	x	1	0	-5	-2.6
O=C(NCc1ccccn1)C1CC(c2ccc(F)cc2)=NO1 (stereo not given)	0	7	87	100	-27	x	-2	-2	0	-2.6
Cc1ccc(C)c(-c2nn(-c3cc(N4CCN(CCO)CC4)ccc3[N+](=O)[O-])c(=O)c3ccccc23)c1	4	2	52	62	10	3	-18	-7	x	-3.5
COc1ccc(C2=CC(c3ccc(OC)c(OC)c3)NC(=S)N2)cc1 (stereo not given)	1	19	95	92	-32	-5	-1	-4	1	-3.2
CCOc1cccc(/C(O)=C2/C(=O)C(=O)N(Cc3cccnc3)C2c2ccco2)c1 (stereo not given)	3	1	87	91	-6	-41	5	-19	x	-2.8
CCc1ccc(NC(=S)NC(=O)CC(C)C)cc1	1	11	78	96	-27	x	2	9	2	-1.9
O=C(OCCOc1ccc(Br)cc1)c1cnccn1	3	4	105	106	-22	-1	-2	-18	-2	-0.2
O=C(CN1C(=O)CSc2ccccc21)Nc1ccc2c(c1)OCCO2	3	14	89	88	-39	-7	6	-13	0	-1.5
COc1ccc(Cc2nnc(N)s2)cc1	0	13	96	103	-19	-31	-2	-5	x	-1.7
Cc1c(C(=O)N2CCOCC2)sc2ncn(CC(=O)N3CCC(C)CC3)c(=O)c12	3	9	86	99	-30	-24	9	-14	-1	-1.1
O=C(CCc1ccccc1)NCCSCc1c(F)cccc1Cl	6	30	91	85	1	-72	-3	-5	1	0.4
COc1ccc(CNC(=O)c2cnn3c(C(F)F)cc(C)nc23)cc1OC	5	6	78	80	-8	-5	-3	-4	0	-0.7
COc1cccc(/C=N/n2nnnc2N)c1OCc1ccccc1Cl	2	8	92	96	-33	-15	0	x	x	-4.1
CCOC(=O)C1=C(C)OC(N)=C(C#N)C1c1cncc(-c2ccc(F)cc2)c1 (stereo not given)	6	4	76	92	-36	x	-1	1	-3	-0.5
O=C(CNC(=O)C1COc2ccccc2O1)N/N=C\c1cccc(O)c1 (stereo not given)	3	2	101	98	-1	-2	4	-2	-7	-0.3
Cc1ccc(S(=O)(=O)N2CCC(C(=O)OCC(=O)N3CCc4ccccc43)CC2)cc1	-2	18	93	99	-19	2	6	-6	-1	-2.0
Cn1c(=O)c2c(SCc3c(F)cccc3Cl)nc(CC(C)(C)C)nc2n(C)c1=O	3	4	77	72	3	-3	16	-9	2	-0.2
COCCNC(=O)CSc1nc2cc(OC)c(OC)cc2c(=O)n1CCC1=CCCCC1	4	13	90	100	-28	-23	16	-1	x	-3.1
Cc1cc(C)nc(Nc2n[nH]c(Cc3ccccc3)n2)n1	2	9	88	98	-7	-8	-2	x	x	-1.4
CCCCc1nc(SCC(=O)Nc2ncccn2)n[nH]1	0	15	92	100	-22	17	-8	1	x	-0.9
Cc1ccn2c(C(=O)N/N=C\c3cccs3)c(C)nc2c1	0	17	102	92	11	-41	8	-10	0	-0.1
CCCCC1CCC(C(=O)Nc2ccc(S(=O)(=O)Nc3nccs3)cc2)CC1 (stereo not given)	-1	26	88	81	-36	-15	-4	-11	-1	-1.3
O=C(NCCN1CCCCCC1)C1CC(=O)N(CCc2ccccc2)C1 (stereo not given)	-1	5	96	104	-40	-12	9	-12	-2	-1.0
S=C(Nc1ccc(Cl)cc1)N(CCCN1CCOCC1)Cc1ccco1	0	4	81	91	4	14	-4	-3	-8	-0.7
